Cardiac RTF inh: cardiac RTF calcium desensitization. P19429+P45379. IANBD-labeled cardiac RTF, Ca2+ fluorescence. inhibition, % at 7.15 µM. 340,000 compounds, 0.12% hits. AID 493244;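 active = inhibition above the mean inhibition of all tested compounds plus 3 SD, cut at about 17% in these data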;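 note: assay run at fixed EC70 calcium of 1.6 mM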
RTF Ca sens act: increases calcium sensitivity of human cardiac regulated thin filaments; P19429+P45379; IANBD-labeled TnC RTF fluorescence at EC20 calcium; 0% EC20 calcium, 100% full calcium; activation, % at 7.2 µM; 340,000 compounds, 0.24% hits;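 active = activation above the mean over all tested compounds plus 3 SD, cut at about 30% in these data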;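 note: rise in fluorescence read as greater calcium sensitivity of cardiac thin filaments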
Rtt109 Vps75: inhibitors of Candida albicans Rtt109/Vps75 histone acetyltransferase. Q5AAJ8. purified Rtt109/Vps75, ThioGlo CoA-SH fluorescence, 4 h. inhibition, % at 34.9 µM. 330,000 compounds, 0.16% hits;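 active = inhibition of at least 50% in every replicate; inconclusive = best replicate reaches 50% inhibition but some replicates fall short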
Target sequence (Q5AAJ8 whole entry, looked up): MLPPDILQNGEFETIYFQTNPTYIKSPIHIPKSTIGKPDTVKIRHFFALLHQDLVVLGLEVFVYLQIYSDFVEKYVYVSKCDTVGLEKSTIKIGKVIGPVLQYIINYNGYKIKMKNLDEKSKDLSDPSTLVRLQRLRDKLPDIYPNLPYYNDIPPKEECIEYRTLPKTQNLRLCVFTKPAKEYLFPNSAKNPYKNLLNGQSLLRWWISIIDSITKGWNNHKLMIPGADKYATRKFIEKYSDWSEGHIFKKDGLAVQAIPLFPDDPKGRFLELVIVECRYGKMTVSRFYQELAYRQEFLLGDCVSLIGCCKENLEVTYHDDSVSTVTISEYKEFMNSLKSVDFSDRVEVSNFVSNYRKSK
DAGLB inh: blocks human DAGLB lipase activity; Q8NCG7; HEK293T DAGLB membrane lysate, EnzChek fluorogenic substrate; inhibition, % at 5.17 µM; 340,000 compounds, 0.059% hits; AID 504411; in the data active = inhibition above about 34%;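 note: 0% = enzyme with vehicle and 100% = wells lacking enzyme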
CAL PDZ FP-1: blocks peptide binding to human CAL PDZ domain. purified CAL PDZ, TMR-peptide fluorescence polarization, 1 h. inhibition, % at 20 µM. Q9HD26. AID 504414. 330,000 compounds, 0.02% hits;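 active = highest replicate inhibition of at least 40%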;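 note: plate controls were DMSO neutral control wells for no effect and unlabeled competitor peptide control wells for full effect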
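Read-out basis: mP drop reported as inhibition | Assay system: Tagged CAL PDZ protein CerCALP, purified | Benchmarks: Unlabelled peptide for full inhibition, DMSO wells as neutral | Schedule: 1 h incubation at room temperature before polarization reading | Buffer or medium: Sodium phosphate/NaCl buffer pH 7.4 with TCEP, IgG, Thesit | Doses: Single point, 20 µM | Measured by: Fluorescence polarization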
Keap1 Nrf2 FP: disrupts human Keap1 binding to Nrf2 peptide. Q14145. Keap1 Kelch-Nrf2 peptide fluorescence polarization, 1536-well. inhibition, % at 9.4 µM. 340,000 compounds, 0.15% hits. AID 504523; in the data active = inhibition above about 12%; inconclusive = no clear call, values can overlap the other calls; inactive = below about 7.3%;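 note: human Keap1 Kelch domain with fluorescein labeled Nrf2 9mer peptide probe; 0% = neutral control wells and 100% = peptide positive control; higher means more block of Keap1 binding to Nrf2 peptide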
CAL PDZ FP-2: inhibitors of human CAL PDZ peptide binding. Q9HD26. purified CAL PDZ, TMR-peptide fluorescence polarization, 1 h. inhibition, % at 24.9 µM. 300,000 compounds, 0.92% hits. AID 602252;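 active = mean inhibition of at least 30% with at least half of replicates also reaching 30%; inconclusive = no clear call, values can overlap the other calls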;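 note: 0% = DMSO neutral control and 100% = excess unlabeled competitor peptide PRC23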
LANA DNA inh: inhibitors of KSHV LANA C-terminal domain DNA binding; MBP-C-LANA/FAM-LBS DNA binding, fluorescence polarization; inhibition, % at 9 µM; 340,000 compounds, 0.078% hits;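 active = highest replicate inhibition at or above 60% at 9 µM, even if other replicates fall short; inactive = all replicates below 60% inhibition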;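 note: 0% = neutral control wells and 100% = 4 µM acridine orange control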
PKA-R2B activ: activators of human PKA-R2B complex; 340,000 compounds, 0.079% hits; activation, % at 11.4 µM; PKA-R2B holoenzyme dissociation, Cy5-IP20 fluorescence polarization; R2B truncated from residue 108, S112A mutant; 0% DMSO only, 100% 113 µM cGMP;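 active = activation above a cutoff set at the mean over all compounds plus 3 SD, cut at about 18% in these data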;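 note: higher means more holoenzyme dissociation and a rise in polarization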
Target sequence (P31323 whole entry, looked up, other chains not shown, the tested form may be a part): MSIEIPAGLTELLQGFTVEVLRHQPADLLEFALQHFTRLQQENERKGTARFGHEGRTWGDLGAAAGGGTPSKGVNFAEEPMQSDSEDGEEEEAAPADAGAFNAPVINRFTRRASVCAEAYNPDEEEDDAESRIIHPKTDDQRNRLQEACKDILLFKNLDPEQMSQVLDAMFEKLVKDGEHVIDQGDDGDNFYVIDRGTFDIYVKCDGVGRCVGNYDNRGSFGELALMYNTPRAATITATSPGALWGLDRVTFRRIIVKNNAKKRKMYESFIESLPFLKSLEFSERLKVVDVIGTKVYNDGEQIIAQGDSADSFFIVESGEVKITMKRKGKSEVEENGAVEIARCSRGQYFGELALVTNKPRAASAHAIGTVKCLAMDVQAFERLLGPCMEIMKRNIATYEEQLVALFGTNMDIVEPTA
SR-BI DiI-HDL act: activators of SR-BI mediated HDL lipid uptake | CHO ldlA[mSR-BI] cells, DiI-HDL uptake fluorescence, 3 h; 100 = double the neutral-control signal | activation, % at 12.5 µM | 320,000 compounds, 0.096% hits | AID 504775;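 active = mean replicate activation of at least 60% and every replicate at or above 60%; inconclusive = mean or all-replicate condition met, but not both; inactive = mean below 60% and not all replicates reaching 60%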;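 note: 0% = median plate neutral-control signal and 100% = twice that signal; values of inactives mirror those of a sister screen read the other way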
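Material: SR-BI-overexpressing, LDLR-lacking CHO cells; schedule: compound exposure 3 h, 37 °C; reagent: DiI-labelled HDL at 10 µg/mL final; technique: bottom-read fluorescence, 550/595 nm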
Starred values were filed as active, the others as inactive; ? = inconclusive; nt = no result given.

compound,Cardiac RTF inh,RTF Ca sens act,Rtt109 Vps75,DAGLB inh,CAL PDZ FP-1,Keap1 Nrf2 FP,CAL PDZ FP-2,LANA DNA inh,PKA-R2B activ,SR-BI DiI-HDL act
CCC1(C)Cc2c(sc(NC(=O)CCC(=O)O)c2C#N)CO1 (centres undefined),7,4,7,-1,0.4,-4,0,2.1,-5,20
C/C(CC(=O)NC12CC3CC(CC(C3)C1)C2)=N\NC(=O)c1ccc(C)cc1,1,3,13,0,8.2,1,-16,-0.8,-8,8
COc1ccc(-c2c3c(cc(C)[n+]2[O-])oc2ccc(OC)cc23)cc1,1,-6,-6,-3,-2.7,-4,-3,0.0,6,-16
COc1ccc(-c2cc(N)n(S(=O)(=O)c3c(F)c(F)c(F)c(F)c3F)n2)cc1OC,2,2,19,11,-2.4,-5,nt,0.3,-3,-13
O=C(c1ccc2c(c1)C(=O)N(Cc1ccco1)C2=O)N1CCOCC1,-6,-4,-3,-1,-0.2,-2,nt,1.0,-3,10
O=S(=O)(c1cc(F)ccc1F)N1CCN(c2ncccn2)CC1,-2,-4,18,-1,-0.6,3,-6,-0.8,-8,34
Cc1c(C)n(Cc2ccccc2)c2ccc(C(=O)NCCN3CCOCC3)cc12,-9,-2,5,3,0.1,-6,1,0.8,9,-28
COc1ccc(OCC(O)Cn2c(=N)n(CCN3CCCCC3)c3ccccc32)cc1 (centres undefined),-7,-5,22,3,-2.4,1,-2,1.3,-10,-9
CCN(CC)S(=O)(=O)c1cccc(N=NC2=C(O)CCCC2=O)c1,0,-2,5,2,-3.4,1,-2,-2.1,1,12
COc1cc(OC)c(S(=O)(=O)N2CCCCC2)cc1S(=O)(=O)N1CCCCC1,-8,1,0,1,nt,-3,0,-0.3,1,8
CN(C)c1ccc(/C=N/N(CCC(=O)NC(C)(C)C)C2=NS(=O)(=O)c3ccccc32)cc1,-7,-2,5,-3,-1.7,-1,1,7.7,0,16
COc1ccc(/C(N)=N/OC(=O)N2CCOCC2)cc1,3,1,-4,2,-3.3,-1,2,0.4,10,19
CCOC(=O)c1cn(CC)c2cc3c(cc2c1=O)OCO3,-10,-2,-6,0,1.1,-2,4,1.6,11,37
Cc1cccc(OC(=O)n2c(=S)oc3cc(Cl)ccc32)c1,0,11,0,4,-1.0,-4,-3,-2.5,-2,nt
COc1ccc2c(Cl)c(C(N)=O)sc2c1,-3,-2,8,1,nt,-1,-5,1.4,6,-8
CCOC(=O)NC(=O)CSc1nc(-c2ccc(C)c(C)c2)cn1-c1ccccc1,6,1,-12,-7,-1.1,-1,-2,1.9,-8,-50
CC(C)(C)OC(=O)CNC(=O)c1[nH]cnc1C(=O)NCCCCCN,4,-2,6,-1,-0.9,-2,4,2.9,3,21
CS(=O)(=O)N(CCC(=O)O)Cc1ccccc1,-1,-3,-11,0,0.5,1,-1,-3.8,-1,-8
COc1ccc(NC(=O)CSc2ncccc2C(=O)OC(C)C)cc1OC,-3,-3,10,0,-0.3,-1,9,-0.3,-4,-13
O=C1CC(c2ccc(F)cc2)CC(O)=C1C=NCCN1CCNCC1 (centres undefined),-6,3,nt,1,-0.8,3,3,0.7,4,-9
O=C(O)c1ccc(-c2sc(Nc3ccccc3)n[n+]2-c2ccc(F)cc2)cc1,-4,0,-6,-2,-0.3,0,-1,0.8,-5,17
Cn1c(=O)c2c([nH]c(OCc3ccc(Cl)cc3Cl)[n+]2Cc2ccc(F)cc2)n(C)c1=O,0,-7,-12,-1,-1.0,2,3,-0.3,16,-3
CCCCNC(=O)NNC(=O)c1cc(C)on1,-5,-1,2,0,-1.2,4,-5,1.0,-2,17
COc1ccc(NS(=O)(=O)c2ccc3oc(SC)nc3c2)cc1,-6,-5,-1,-2,0.3,4,-2,-0.7,-11,8
COCCCN1C(=O)C(=O)/C(=C(/O)c2ccc(S(=O)(=O)N3CCOCC3)cc2)C1c1ccc(F)cc1 (centres undefined),-12,0,5,1,-0.1,-3,-6,1.2,4,-21
CC1CCCCC1NC(=O)Cc1ccc(S(=O)(=O)N2CCOCC2)s1 (centres undefined),-9,-3,2,-1,-0.2,-2,-7,-0.9,-14,11
O=C1C(Oc2ccc(Cl)cc2)C(c2ccc3c(c2)OCO3)N1CC1CCCO1 (centres undefined),8,7,6,1,-2.7,0,0,-1.5,-8,12
O=C(NNC(=O)c1cccs1)c1ccncc1,1,-5,12,1,1.0,-2,-2,-0.5,9,1
COc1ccc(/C=C2\CCn3c2nc2cc(C(=O)O)ccc2c3=O)cc1O,-17,-2,-2,-1,-6.7,3,-3,1.8,-8,4
Cc1cc(C)c(C(=O)C(C)OC(=O)c2ccccn2)cc1C (centres undefined),-1,-8,-4,0,-1.7,-1,1,-0.3,-7,-27
COc1ccc(-c2nnc(-c3cccnc3)o2)cc1OC,-8,-1,-3,0,0.6,-2,nt,1.5,-3,7
COc1ccc(N2CCN(C(=O)COc3ccc(Cl)cc3Cl)CC2)cc1,-2,-1,-2,1,-1.6,4,4,0.4,-18,nt
CCOc1ccccc1/C=C(/NC(=O)c1ccccc1)C(=O)N(CC)CC,-14,-5,4,-1,-1.3,0,-3,1.8,-4,-1
COc1ccc(CNC(=O)C2CCCN(c3ncnc4c3nc3n4CCCCC3)C2)cc1 (centres undefined),-1,7,-17,1,-2.9,-3,0,1.0,-15,-1
O=C(COC(=O)C1CC2CCCC(C1)C2=O)Nc1ccccc1 (centres undefined),-10,2,-3,-6,0.5,-1,2,1.0,-1,-24
CCN(CC)S(=O)(=O)c1ccc2oc(C(=O)NCCN3CCOCC3)c(C)c2c1,3,-8,-7,1,0.7,-3,nt,3.0,-7,-29
Cc1c(OCc2ccc([N+](=O)[O-])cc2)ccc2c3c(c(=O)oc12)CCC3,-1,-1,3,-1,-0.8,-1,-2,-1.2,10,-2
O=C(Cc1ccc(Cl)cc1Cl)Nc1cccc(S(=O)(=O)Nc2ccccc2F)c1,-9,6,9,-4,-0.3,-1,-4,-0.5,-9,-20
O=C(N/N=C/c1coc2ccccc2c1=O)c1ccncc1,4,0,-5,1,-1.3,-4,0,-0.6,-4,20
CCOc1cccc(C2CC(=O)Nc3cc(OC)c(OC)cc32)c1 (centres undefined),0,-1,4,1,-0.3,-6,nt,-0.9,1,-7
COC(=O)[C@@]1(Cc2ccc(F)cc2)[C@H]2c3cc(C(=O)N(C)C)n(C[C@H](O)CO)c3C[C@H]2CN1C(=O)c1ccccc1,0,-6,-1,0,-0.4,2,-8,1.5,1,-4
COc1ccc(C(=O)NC(=S)NNC(=O)c2ccncc2)cc1Br,3,-3,12,4,-2.2,0,nt,-0.6,2,-9
CC1(C)Cc2nc3sc(C(=O)NCCCO)c(N)c3cc2CO1,-5,3,14,-3,-0.1,1,3,1.9,4,16
COc1ccc(CCN(C)C(=O)CSc2nc3ncc(Cl)cc3[nH]2)cc1OC,-7,-2,4,3,-4.7,-1,-2,1.4,-1,11
Cc1nnc2n1CCCCC2,-10,0,-2,0,-1.3,0,3,-1.4,6,5
O=C(CCc1ccccc1)Nc1cc(NC(=O)CCc2ccccc2)cc(C(=O)O)c1,1,8,16,4,-0.9,-5,nt,-0.5,-12,32
Cc1nn(C)c(C)c1/C=C(/C(=O)C(C)C)n1cncn1,-1,0,1,0,-1.8,-4,-1,0.3,-4,15
COc1ccc(Oc2nccc(-c3ccc(Cl)cc3)n2)cc1,-2,-2,-4,-10,-1.4,-1,0,-1.1,-3,-12
Cc1[nH]c2ccccc2c1C(=O)NS(=O)(=O)Nc1ccc(Cl)cc1,0,-2,?,2,-0.5,0,3,1.3,-10,1
O=[N+]([O-])c1ccc2nccn2c1,1,-4,-8,-1,-0.6,-1,nt,1.3,3,0
COc1ccccc1N1CCN(C(=O)c2ccc(S(=O)(=O)N3CCCCC3)cc2)CC1,1,1,3,-1,0.6,-5,nt,0.3,1,-16
O=C1CCC(=O)N1c1ccc(S(=O)(=O)Nc2cccc(Br)c2)cc1,8,-1,9,3,-2.2,-5,-3,-0.9,-3,44
O=C(CSc1cccc[n+]1[O-])Nc1ccc([N+](=O)[O-])cc1Cl,-11,4,2,1,-0.9,-1,-5,-0.9,-5,15
C=CCn1c(SCC(=O)NNC(=S)Nc2ccccc2)nnc1-c1ccccc1,-2,-4,-19,-1,-0.5,1,-1,0.1,4,3
CC(C)n1c(O)c(N=NC(=O)Cc2csc(N3CCOCC3)n2)c2ccccc21,-22,-1,nt,-1,-0.7,1,-6,-2.3,-1,12
Cn1c(=O)oc2cc(S(=O)(=O)N3CCCc4ccccc43)ccc21,-3,8,18,0,-1.4,-1,-1,-0.9,-7,-27
O=C1C(C=NCCCn2ccnc2)=C(O)c2ccccc21,-4,-4,12,1,0.3,2,-1,0.4,8,40
CC(=O)Nc1cccc(C(=O)NC(C)c2ccc(S(N)(=O)=O)cc2)c1 (centres undefined),-13,-4,6,0,-0.7,1,-1,-0.6,-10,12
COc1cc(-c2cc(C(=O)Nc3ccc(O)cc3)c3ccccc3n2)cc(OC)c1OC,-7,6,25,-4,0.1,-5,2,-0.2,2,nt
Cc1cc(C)c(C#N)c(N2CCN(Cc3ccccc3)CC2)n1,-2,-6,1,-10,-0.2,0,0,0.9,-16,22

(list continues)
compound,Cardiac RTF inh,RTF Ca sens act,Rtt109 Vps75,DAGLB inh,CAL PDZ FP-1,Keap1 Nrf2 FP,CAL PDZ FP-2,LANA DNA inh,PKA-R2B activ,SR-BI DiI-HDL act
CCn1cc(Br)c(C(=O)NC(C)c2ccccc2)n1 (centres undefined),-7,-3,-5,3,-3.0,2,-1,0.9,-9,-6
CC(C)c1ccc(S(=O)(=O)N2CCN(C(=O)c3ccco3)CC2)cc1,-5,-4,-1,-3,-3.6,-3,-2,-1.2,-11,15
COc1ccccc1CNC(=O)c1cccc(S(=O)(=O)N2CCN(c3ccc(F)cc3)CC2)c1,-1,-1,8,-1,-0.7,-2,-5,-1.1,-5,17
CC(C)(C)OC(=O)CNC(=O)c1[nH]cnc1C(=O)NCCCCCNC(=O)OC(C)(C)C,-1,-7,10,1,-1.0,3,-3,2.3,-9,41
CC(=O)Nc1ccc(N2C(C(C)=O)=NN(c3ccc(Cl)cc3)C2c2sccc2C)cc1 (centres undefined),-6,0,-1,-1,-0.6,-4,1,-0.2,5,-4

Screens as filed in PubChem.
